Assay outcomes deposited in PubChem BioAssay by several laboratories.
MOR-DOR inv ag: mu-delta opioid heterodimer inverse agonism. P35372+P41143. cell-based MOR-DOR heterodimer luminescence. inhibition, % at 9.3 µM. actives 0.21% (n = 340,000). AID 504357; in the data active means inhibition above about 22%, passing the limit was not always enough;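 further: 0% = cells with DMSO and 100% = wells without cells with DMSO; values of inactives mirror those of a sister screen read the other way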
Target sequence (P35372 whole entry, looked up): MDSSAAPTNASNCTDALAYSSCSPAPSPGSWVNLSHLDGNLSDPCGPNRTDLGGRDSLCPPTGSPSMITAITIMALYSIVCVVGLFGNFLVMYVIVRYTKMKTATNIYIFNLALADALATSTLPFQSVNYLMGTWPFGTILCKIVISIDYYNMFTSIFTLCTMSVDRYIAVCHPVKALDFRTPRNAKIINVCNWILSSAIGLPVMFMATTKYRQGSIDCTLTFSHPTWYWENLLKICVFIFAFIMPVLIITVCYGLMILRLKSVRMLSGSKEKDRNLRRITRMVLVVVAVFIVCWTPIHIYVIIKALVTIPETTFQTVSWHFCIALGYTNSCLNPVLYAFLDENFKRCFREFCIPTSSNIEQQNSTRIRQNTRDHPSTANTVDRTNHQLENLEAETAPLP
Target sequence (P41143 whole entry, looked up): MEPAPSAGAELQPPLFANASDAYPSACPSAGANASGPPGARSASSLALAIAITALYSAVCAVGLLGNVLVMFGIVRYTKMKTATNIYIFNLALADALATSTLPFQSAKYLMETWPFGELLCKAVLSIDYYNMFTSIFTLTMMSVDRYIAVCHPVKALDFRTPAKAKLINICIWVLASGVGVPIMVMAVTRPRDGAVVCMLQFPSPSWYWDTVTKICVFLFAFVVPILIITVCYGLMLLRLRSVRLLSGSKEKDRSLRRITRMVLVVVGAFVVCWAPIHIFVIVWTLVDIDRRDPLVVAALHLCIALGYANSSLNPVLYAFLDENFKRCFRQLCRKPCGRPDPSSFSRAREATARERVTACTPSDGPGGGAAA
Arrestin-AP2 inh: inhibitors of human beta-arrestin and AP2 interaction | inhibition, % at 10 µM | FITC-arrestin peptide / GST-AP2 beads, flow cytometry; AP2 beta2 appendage carries R879A mutation | actives 0.31% (n = 340,000) | AID 504490;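 active means inhibition above a set limit, near 3 SD of compounds lacking own fluorescence, cut at about 54% in these data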;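 further: plate controls were DMSO wells for no effect and 5 µM unlabelled arrestin peptide for full effect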
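Test system: GST-tagged AP2 beta2-adaptin appendage (R879A) on 4 µm glutathione beads; also added: fluorescein-tagged arrestin peptide at 50 nM final; timing: 12 min plus 1 h, RT; signal: flow cytometry, FL1 (488/535 nm); read-out: percent drop in bead-associated FITC signal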
HTR5A inv ctr: inverse agonist of human HTR5A in OPRM1-OPRD1 counter-screen; P47898; HTR5A cell line, luminescence, inverse agonism; inhibition, % at 9.3 µM; actives 0.083% (n = 340,000); AID 504634; in the data active means inhibition mostly above about 23%, no sharp cut-off; inactive means mostly below about 18%;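 further: 0% = cells with DMSO and 100% = no-cell wells with DMSO; some compounds called inactive have numbers as strong as hits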
DSG3 Ab inh: inhibitors of pemphigus antibody binding to human desmoglein-3 | P32926 | DSG3-coupled beads, scFv-anti-DSG3-GFP binding, flow cytometry; stronger effect = lower value | binding (percent of control), % at 10 µM | actives 0.48% (n = 310,000) | AID 588358;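 active means binding more than 3 SD below its plate's average and above zero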;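 further: hits lower antibody fragment binding to DSG3; some compounds called inactive have numbers as strong as hits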
MOR-DOR ag: agonists of human mu-delta opioid receptor heterodimerization. P35372+P41143. cells, OPRM1-OPRD1 heterodimerization, luminescence. activation, % at 9.3 µM. actives 0.3% (n = 340,000). AID 504326; in the data active means activation above about 18%;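 further: 0% = vehicle-treated cells and 100% = reference agonist; values of inactives mirror those of a sister screen read the other way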
V-ATPase pH: alters yeast V-ATPase proton transport | S. cerevisiae, pHLuorin cytosolic pH fluorescence | response, % at 10 µM | actives 0.37% (n = 350,000) | AID 504577; in the data active means response mostly above about 7.3%, no sharp cut-off; inactive means mostly below about 5.4%; further: actives read high; inactives centre near 0; some compounds called inactive have numbers as strong as hits; reference of the scale not given here
PKA-R1A act: PKA-R1A complex activation; P00514+P68181; PKA-R1A dissociation, Cy5-IP20 fluorescence polarization; scaled: DMSO 0%, 113 µM cGMP 100%; activation, % at 11.4 µM; actives 0.083% (n = 340,000); AID 504707;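 active means percent activation above the mean of all tested compounds plus 3 SD, cut at about 19% in these data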;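 further: higher means more PKAc released from R1A so a rise in polarization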
HTR5A ag ctr: counter-screen for OPRM1-OPRD1 agonists: human HTR5A agonism. P47898. HTR5A agonist assay, luminescence, cell-based. activation, % at 9.3 µM. actives 0.61% (n = 340,000). AID 504692; in the data active means activation mostly above about 9.5%, no sharp cut-off; inactive means mostly below about 7.6%;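 further: 0% = cells with vehicle only and 100% = reference agonist; strong numbers were not always called active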
PKA-R2B activ: activates the human PKA-R2B holoenzyme complex | P22694+P31323 | PKA-R2B holoenzyme dissociation, Cy5-IP20 fluorescence polarization; R2B truncated from residue 108, S112A mutant; 0% DMSO only, 100% 113 µM cGMP | activation, % at 11.4 µM | actives 0.079% (n = 340,000);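 active means activation above a cutoff set at the mean over all compounds plus 3 SD, cut at about 18% in these data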;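 further: higher means more holoenzyme dissociation and a rise in polarization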
DAGLB inh: blocks human DAGLB lipase activity; Q8NCG7; HEK293T DAGLB membrane lysate, EnzChek fluorogenic substrate; inhibition, % at 5.17 µM; actives 0.059% (n = 340,000); AID 504411; in the data active means inhibition above about 34%;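 further: 0% = enzyme with vehicle and 100% = wells lacking enzyme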
The depositor's hits bear a star; . = no result given; & = joins results of further samples. Hits appear at their usual frequency. Share with any hit: about 2.4%.

SMILES	MOR-DOR inv ag	Arrestin-AP2 inh	HTR5A inv ctr	DSG3 Ab inh	MOR-DOR ag	V-ATPase pH	PKA-R1A act	HTR5A ag ctr	PKA-R2B activ	DAGLB inh
COc1ccc(F)cc1CN1CCN(C(=O)CCC(=O)Nc2nnc(CC(C)C)s2)CC1	1	54*	19	86	-0.1	-2	1	-6	-1	6
C=CCSc1nc(C)c(CC=C)c(=O)[nH]1	7	5	-2	100	-1.1	-2	-7	4	-12	4
C=CCn1c(SCC(=O)Nc2cccc(C(=O)OC)c2)nnc1C(C)NC(=O)c1cccs1 (configuration not stated)	-1	19	7	103	0.1	-1	-5	-3	-4	4
CCOC(=O)N1CCC(Nc2c(NCCCN(CC)Cc3ccccc3)c(=O)c2=O)CC1	13&11	10&-3	2&6	118&106	-2.5&-1.9	5&2	-12&-5	0&-2	-1&-2	3&0
CCOC(=O)CSc1nnc(CNc2cccc(Cl)c2)n1C	-9	6	2	109	1.8	5	5	2	-11	1
O=C(Nc1nnc(-c2ccc(Br)cc2)o1)c1ccco1	19	-1	8	97	-3.6	3	-5	-3	-4	1
Cc1ccccc1C(=O)N1CCN(S(=O)(=O)c2cccs2)CC1	16	-9	-14	.	-2.9	1	-6	7	-8	0
CCN(C1CCCCC1)S(=O)(=O)c1ccc(C(=O)O)cc1	21	2	0	.	-3.9	0	4	-5	-2	1
Cc1noc(C)c1S(=O)(=O)N1CCCC(C(=O)NCC2CCCO2)C1 (configuration not stated)	9	-9	13	.	-1.8	-2	7	-1	8	1
COC(=O)c1cccc(CSC(=S)N2CCCC2)c1	3	-10	-17	102	-0.6	-1	1	5	-3	-5
CC(C)[C@H](NC(=O)c1ccccc1)C(=O)OCC(=O)N1CCCCCC1	8	-29	7	95	-1.6	-3	-2	-3	3	-2
CN(C)CC(C)(C)CNS(=O)(=O)c1ccc(Cl)c(Cl)c1	11&12	4&2	-2&16	100&92	-2.2&-2.1	3&-1	4&-9	4&-6	-7&-13	4&1
NC(=O)CC(NC(=O)Cc1ccc(Br)cc1)c1ccc(NC2CCN(Cc3ccccc3)CC2)c([N+](=O)[O-])c1 (configuration not stated)	.	3	.	104	.	-3	3	.	-1	8
Cc1ccc(OCCn2nnc3ccccc32)cc1C	1	-9	6	98	-0.1	-1	-11	-2	-5	-8
Cc1cc(OCCn2ccnc2)ccc1C(C)C	13	-4	-6	91	-2.5	-1	13	2	11	-2
COc1ccc(NC(=O)n2ncc3c(C)cccc32)cc1	14	-11	3	107	-3.1	2	-4	-1	9	-4
O=C(CN1CCC(C(=O)c2cccc(F)c2)CC1)NCc1cccs1	1	4	-4	90	-0.1	-6	-10	2	-2	-3
Cc1cc(=O)oc2cc(OCC(=O)N3CCCC3)ccc12	16	-5	1	100	-4.0	-4	-4	3	-6	-7
COC(=O)c1sccc1NC(=O)Nc1ccc(C)cc1C	4	-11	-5	104	-0.8	-2	-6	3	1	2
COc1ccc(C(=O)O/N=C(\N)Cc2ccc(Cl)cc2)cc1OC	-59	-10	-10	101	10.0	0	-7	25*	2	-4
CC(=O)N1CCC(N(C(=O)Nc2ccc(Cl)cc2)C(C)C)CC1	-7	-3	-6	92	1.4	12*	7	2	-3	1
CCOC(=O)[C@@H]1[C@H]2COc3cc(OC)ccc3[C@@H]2N2C(=O)N(c3ccc(Br)cc3)C(=O)[C@@]12C	13	0	-7	103	-2.2	2	5	1	-6	-3
COc1ccc(-c2cc(C(=O)c3c(N)n(C)c(=O)n(C)c3=O)c3ccccc3n2)cc1	3	3	-12	94	-0.6	0	1	-2	-1	1
CCOc1ccc2c(c1)OC1(CCC(C)C1)CC2=O (configuration not stated)	-40	9	-1	102	7.3	-11	-4	-1	10	-6
COC(=O)C[C@H]1c2ccc(C(F)(F)F)cc2S(=O)(=O)N1Cc1ccccc1	12	-5	-2	99	-2.2	-2	-17	4	-2	-6
C/C(=N\Nc1ccc(S(=O)(=O)Nc2ccc(Cl)cc2)cc1[N+](=O)[O-])c1ccc(N2CCOCC2)cc1	11	5	-25	98	-2.0	7	-15	1	-11	4
CC(C)C(=O)N1CCC2(CC1)Oc1ccc(F)cc1C(=O)C21CC(c2ccccc2)=NO1 (configuration not stated)	1	5	-8	103	-0.2	-1	-23	7	0	1
COc1ccccc1NS(=O)(=O)c1cc(NC(=O)c2ccc3ccccc3n2)ccc1Cl	2	12	-39	95	-0.3	1	3	11	-14	-1
CN(C)CCN(C(=O)c1ccc(N2C(=O)CCC2=O)cc1)c1nc2cc3c(cc2s1)OCO3	13	-21	-21	96	-2.4	0	-9	7	-1	3
C=CCOc1ccc(/C=C2/C(=O)ON=C2C)cc1OC	4	-8	-4	117	-0.9	0	5	1	-12	-3
Nn1c(-c2ccccc2)cc(-c2ccccc2)cc1=O	15	-6	-10	96	-3.2	5	-8	12	9	-2
CC1(c2cccc(Br)c2)NC(=O)N(CC(=O)Nc2ccc(F)cc2)C1=O (configuration not stated)	0	-3	9	.	0.0	-1	7	-3	0	-1
CS(=O)(=O)Nc1nnc(C2CCCC2)s1	5	-8	1	103	-0.8	17	-13	0	-5	0
COc1cc([N+](=O)[O-])ccc1NC(=S)NC(=O)CC(C)(C)C	-31	7	-7	96	5.9	-3	-4	3	-9	-5
Cc1cc(C)nc(SCc2nnc(SCC(=O)Nc3ccc(C)c(C)c3)n2Cc2ccco2)n1	-19	-5	-16	.	3.4	-5	-9	1	-9	-2
O=C(Cc1cccs1)Nc1nc(-c2cccnc2)cs1	-14	8	-7	83	2.7	-3	-4	2	4	-1
Cc1n[nH]c(=O)nc1N/N=C/c1ccco1	10	16	0	82	-1.5	-1	-1	0	5	1
CCOC(=O)Cc1nnc2c(Nc3ccccc3F)nc3nonc3n12	4	0	-21	108	-0.6	4	8	1	0	3
Nc1nnnn1/N=C/c1ccccc1O	21	0	-3	.	-4.2	1	-15	1	-2	-1
NS(=O)(=O)c1ccc(CCNC(=O)c2cc(=O)[nH]c3ccccc23)cc1	9	0	3	.	-1.5	-5	-12	-6	-14	1

3 compounds from above with just MOR-DOR ag and HTR5A ag ctr.
Molecule,MOR-DOR ag,HTR5A ag ctr
C/C(=N\Nc1ccc(S(=O)(=O)Nc2ccc(Cl)cc2)cc1[N+](=O)[O-])c1ccc(N2CCOCC2)cc1,-2.0,1
CC(C)C(=O)N1CCC2(CC1)Oc1ccc(F)cc1C(=O)C21CC(c2ccccc2)=NO1 (configuration not stated),-0.2,7
COc1ccccc1NS(=O)(=O)c1cc(NC(=O)c2ccc3ccccc3n2)ccc1Cl,-0.3,11

5 records picked at random from the list so far, as already listed:
SMILES	MOR-DOR inv ag	Arrestin-AP2 inh	HTR5A inv ctr	DSG3 Ab inh	MOR-DOR ag	V-ATPase pH	PKA-R1A act	HTR5A ag ctr	PKA-R2B activ	DAGLB inh
CS(=O)(=O)Nc1nnc(C2CCCC2)s1	5	-8	1	103	-0.8	17	-13	0	-5	0
CC(C)C(=O)N1CCC2(CC1)Oc1ccc(F)cc1C(=O)C21CC(c2ccccc2)=NO1 (configuration not stated)	1	5	-8	103	-0.2	-1	-23	7	0	1
COC(=O)C[C@H]1c2ccc(C(F)(F)F)cc2S(=O)(=O)N1Cc1ccccc1	12	-5	-2	99	-2.2	-2	-17	4	-2	-6
CC(=O)N1CCC(N(C(=O)Nc2ccc(Cl)cc2)C(C)C)CC1	-7	-3	-6	92	1.4	12*	7	2	-3	1
C=CCOc1ccc(/C=C2/C(=O)ON=C2C)cc1OC	4	-8	-4	117	-0.9	0	5	1	-12	-3

Continued:
SMILES	MOR-DOR inv ag	Arrestin-AP2 inh	HTR5A inv ctr	DSG3 Ab inh	MOR-DOR ag	V-ATPase pH	PKA-R1A act	HTR5A ag ctr	PKA-R2B activ	DAGLB inh
CCN(CC)C(=O)CSc1nc(-c2ccccc2)cc(=O)[nH]1	13	-6	2	113	-2.7	1	1	-2	-11	1
CC(=O)Nc1ccc(S(=O)(=O)NC2(C(F)(F)F)C(=O)Nc3c2c(=O)[nH]c(=O)n3C)cc1 (configuration not stated)	8	-8	2	97	-1.5	-1	-3	1	-7	-1
CCN(CC)c1ccc(NC(=O)c2[nH]c(C)c(C(C)=O)c2C)c(C)c1	13	28	-15	99	-2.3	3	4	1	-12	1
Cc1cc(C)nc(SCc2cc(=O)c(OC(=O)c3ccco3)co2)n1	-5	-5	-21	98	0.9	5	-5	8	-1	0
Cc1nn(Cc2cccc(C(=O)NC(C)c3ccc(C(C)(C)C)cc3)c2)c(C)c1[N+](=O)[O-] (configuration not stated)	9	3	-16	103	-1.8	4	0	5	-12	-8
COc1ccc(/C=C/C(=O)Nc2cc(S(=O)(=O)N3CCCCC3)ccc2N2CCCCC2)cc1OC	22	-2	24	124	-4.1	-3	7	5	-4	3
CCO/C=C1\N=C(c2ccc(F)cc2)OC1=O	-1	3	-13	112	0.2	-5	-4	3	8	-1
CCOC(=O)C(=CNc1ccccc1C)C(=O)OCC	-21	7	5	102	4.0	4	-4	2	-4	-7
O=C(NC1=NCCS1)C1COc2ccccc2O1 (configuration not stated)	2	-7	17	116	-0.4	-2	-5	-3	10	0
CC(Sc1nc(-c2ccco2)nc2c1c(=O)n(C)c(=O)n2C)C(=O)O (configuration not stated)	13	-14	1	96	-2.5	0	1	0	-15	-1
CC(=O)Nc1ccc(NC(=O)C(C)OC(=O)CCCc2c[nH]c3ccccc23)cc1 (configuration not stated)	-10	11	-6	99	1.5	0	-5	2	-1	-1
COc1cccc(-c2cc(C(=O)Nc3cccnc3)c3ccccc3n2)c1	-18	-15	-7	108	3.1	-3	-17	2	-7	2
CCC(=O)Nc1ccc(C(=O)NNC(=O)c2cccs2)cc1	9	2	-8	98	-1.6	2	-19	-4	4	-4
CN(c1ccc(F)cc1)S(=O)(=O)c1ccc(Cl)c(C(=O)OCC(=O)NCc2ccco2)c1	2	9	-4	101	-0.4	0	-9	2	-2	-3
CCOC(CNC(=O)CN1C(=O)COc2ccc(S(=O)(=O)N3CCCC3)cc21)OCC	14	18	-14	102	-2.8	3	-4	-2	6	-5
